# MrgX1 agonist: activates human MrgX1 receptor signaling; B-score at 10 µM; hit rate 0.44% among 310,000; MrgX1-HEK293 cells, Fluo-4 calcium fluorescence, agonist mode; active compounds read high; Q96LB2;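 active = calcium response B-score plate-corrected fluorescence ratio at least 3 library SD, with starting fluorescence B-score inside 5 SD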
#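 Assay system: MrgX1-expressing HEK293 cells / Amount: fifteen thousand cells per well / Doses: test compound in the initial addition of three / Timing: cells plated overnight, dye loaded 0.5 h 37 °C, 0.5 h room temperature / Technique: kinetic calcium dye fluorescence, Fluo-4 NW / Control set: positive and negative controls per plate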
# MrgX1 antagonist: antagonists of human MrgX1 receptor; Q96LB2; MRGX1-HEK293 calcium flux, Fluo-4, BAM8-22 antagonism; active compounds read low; B-score at 10 µM; hit rate 1.3% among 310,000; AID 588676;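 active = calcium-response B-score plate-corrected more than 3 library SD below zero, starting fluorescence within 5 deviations, no agonist response on first addition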;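 also: peak minus trough fluorescence over baseline after final BAM8-22 challenge near maximal dose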
# RGS4 pot: RGS4 potentiation or activation; HEK293 M3R/inducible RGS4, carbachol calcium flux Fluo4; active compounds read low; B-score at 10 µM; hit rate 0.92% among 310,000; AID 463111;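 active = B-score of the integrated calcium signal more than 4 SD below the library mean, with starting fluorescence not abnormally high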;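 also: negative B-score means reduced calcium response which marks RGS4 activation or potentiation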
#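 Material: M3R-expressing HEK293 line, RGS4 induced by doxycycline | Schedule: Overnight RGS4 induction, 30 min dye load 37 °C, 20 min compound RT | Measured by: Fluo4 fluorescence kinetic imaging of calcium | Read-out: Integrated calcium ratio converted to B score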
# HIF act: HIF pathway transcriptional activation. activation, % at 7.5 µM (by protocol). AID 1910. U2OS HRE-luciferase reporter, luminescence; normalized: DMSO 0%, desferrioxamine 100%. hit rate 0.32% among 300,000;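 active = mean activation of at least 10% of the iron chelator positive control signal, with at least half of replicates also reaching 10%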
# TRPC4 block: TRPC4 (mouse) channel inhibition | Q9QUQ5 | HEK293 TRPC4beta/mu-opioid, DAMGO-evoked Fluo4 calcium flux; active compounds read low | B-score at 10 µM | hit rate 0.39% among 300,000 | AID 2247;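 active = B-score over 3 SD under the library average, no early fluorescence shift, positive overall ratio signal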
# Target sequence (Q9QUQ5 whole entry, looked up): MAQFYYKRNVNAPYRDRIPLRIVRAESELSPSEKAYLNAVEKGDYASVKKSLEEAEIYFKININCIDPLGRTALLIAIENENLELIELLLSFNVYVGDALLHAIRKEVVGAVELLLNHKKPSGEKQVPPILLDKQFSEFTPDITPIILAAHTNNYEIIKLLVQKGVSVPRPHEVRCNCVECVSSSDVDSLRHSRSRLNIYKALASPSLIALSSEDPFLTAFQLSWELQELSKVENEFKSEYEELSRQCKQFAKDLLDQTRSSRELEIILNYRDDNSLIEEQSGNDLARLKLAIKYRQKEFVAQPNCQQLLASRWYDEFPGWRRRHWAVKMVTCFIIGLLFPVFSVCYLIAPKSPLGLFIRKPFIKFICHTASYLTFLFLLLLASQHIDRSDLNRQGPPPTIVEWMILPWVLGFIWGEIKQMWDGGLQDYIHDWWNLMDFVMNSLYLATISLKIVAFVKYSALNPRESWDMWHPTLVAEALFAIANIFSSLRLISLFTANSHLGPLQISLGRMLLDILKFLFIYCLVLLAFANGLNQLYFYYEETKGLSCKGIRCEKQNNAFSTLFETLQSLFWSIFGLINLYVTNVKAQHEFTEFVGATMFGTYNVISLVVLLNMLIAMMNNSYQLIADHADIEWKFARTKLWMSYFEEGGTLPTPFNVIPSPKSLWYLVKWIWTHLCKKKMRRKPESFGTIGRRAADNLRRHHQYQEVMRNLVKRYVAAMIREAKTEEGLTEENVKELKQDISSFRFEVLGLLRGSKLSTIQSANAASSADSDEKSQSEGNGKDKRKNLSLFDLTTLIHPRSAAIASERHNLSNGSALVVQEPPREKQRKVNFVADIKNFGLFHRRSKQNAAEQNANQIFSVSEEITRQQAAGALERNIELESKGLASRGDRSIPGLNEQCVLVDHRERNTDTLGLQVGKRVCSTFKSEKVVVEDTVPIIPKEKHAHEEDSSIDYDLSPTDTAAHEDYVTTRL
#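 material = TRPC4beta/mu-opioid receptor HEK293 cell line | probe or stimulus = sequential submaximal and maximal DAMGO stimulation | compound dosing = one concentration per compound | measured by = Fluo4 Ca2+ flux fluorescence | evaluation = integrated fluorescence ratio relative to baseline, converted to per-well B score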
# TRPC6 inhibitor: blocks the mouse TRPC6 cation channel; B-score at 10 µM; HEK293-TRPC6, membrane potential dye, ACh-evoked depolarization; active compounds read low; hit rate 1.1% among 310,000; AID 2553; Q61143;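 active = B-score under library mean minus 3 SD, initial fluorescence not abnormally high, positive integrated signal ratio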;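 also: B-score derived from integrated fluorescence ratio over the kinetic read; more negative B-score means stronger inhibition of depolarization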
# SKKanGAS inh: blocks kanamycin growth of S. pyogenes SKKanGAS strain. hit rate 1.3% among 300,000. inhibition, % at 7.5 µM. BacTiter-Glo, 6 h;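 active = mean replicate score, as percent of positive control median, at least 50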;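 also: strain carries kanamycin resistance gene driven by streptokinase promoter and grows in 40 µg/ml kanamycin; loss of luminescence reflects streptokinase promoter inhibition or plain growth inhibition; 0% = median of DMSO wells and 100% = positive control at its reference dose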
# Platelet DG rel: modulates dense granule release in human platelets. human platelet-rich plasma, SFLLRN dense granule ATP release, luminescence. hit rate 0.22% among 300,000. AID 1663. inhibition, %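 (compounds screened at 7.5 µM in platelet-rich plasma)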;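 active = mean replicate score, as percent of positive control, at or above 50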
# MrgX1 allo act: human MrgX1 positive allosteric modulation, primary screen | MrgX1-HEK293, Fluo-4 calcium flux, FDSS; active compounds read high | B-score at 10 µM | hit rate 0.63% among 310,000 | AID 588675;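 active = plate-corrected calcium response at least 3 library SD above typical, normal starting fluorescence, not activating the receptor alone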;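 also: compound read alongside a low EC10 to EC30 dose of BAM8-22 agonist; peak minus trough fluorescence over baseline measured at the second addition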
# RGS4 block: inhibitors of human RGS4; hit rate 0.45% among 310,000; HEK293 M3R/RGS4 inducible, Fluo-4 calcium flux; active compounds read high; triggered by carbachol at its EC20; P49798; B-score at 10 µM; AID 463165;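 active = B-score, a plate-corrected calcium signal, over three deviations above library mean, with baseline fluorescence within five deviations of library mean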;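 also: RGS4 expression induced by doxycycline in cells with stable M3 receptor; B-score is computed from the integrated fluorescence ratio over baseline after carbachol; higher B-score means a larger calcium signal and so more RGS4 inhibition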
# TRPC6 act: mouse TRPC6 channel activation; HEK293-TRPC6 membrane potential dye fluorescence; active compounds read high; B-score at 10 µM; hit rate 0.13% among 310,000; AID 2550;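 active = B-score of the integrated fluorescence ratio above library mean plus 3 SD, and starting fluorescence ratio within library mean plus 5 SD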;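 also: higher score means more depolarization so channel activation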
# * hit, by the source's call; i = inactive. This is a random part of the collection (roughly 6.1% active in at least one column).
SMILES,MrgX1 agonist,MrgX1 antagonist,RGS4 pot,HIF act,TRPC4 block,TRPC6 inhibitor,SKKanGAS inh,Platelet DG rel,MrgX1 allo act,RGS4 block,TRPC6 act
O=C(O)CCn1nnc(-c2cccs2)n1,i,i,i,-1.4,i,i,9,-3,i,i,i
Nc1c(C(=O)Nc2ccccc2F)sc2nc(-c3ccco3)ccc12,i,-5.3*,i,1.5,i,i,11,2,i,i,i
OC(COc1cccc2ccccc12)CN1CCN(c2ccccc2)CC1 (stereo not drawn),i,i,i,0.0,i,i,4,-3,i,i,i
O=C1C2CCCN2C(c2ccc(F)cc2)N1c1nccs1 (stereo not drawn),i,i,i,0.4,i,i,0,-6,i,i,i
COC(=O)c1ccc(C(=O)OC)c(NC(=O)CN2CCN(c3ccc(OC)cc3)CC2)c1,i,i,i,1.3,i,i,18,-5,i,i,i
COc1cc(CNCc2ccc(Br)cc2)cc(OC)c1,i,i,i,-0.7,i,i,0,2,i,i,i
O=[N+]([O-])c1cc(S(=O)(=O)NC2=NCCCCC2)ccc1NCC1CCCCC1,i,i,i,-0.1,i,i,4,-3,i,i,i
CCOC(=O)C(=O)Nc1ccc(OC)c(Cl)c1,i,i,i,-0.3,i,i,-7,3,i,i,i
CCC1=NN2C(=N)/C(=C\c3cccn3-c3ccc(C)cc3C)C(=O)N=C2S1,i,i,i,0.2,i,i,32,6,i,i,i
NCCCC[C@@H]1NC(=O)c2cc([N+](=O)[O-])cc(I)c2SC[C@@H](C(N)=O)NC(=O)[C@H](Cc2ccc(O)cc2)NC1=O,i,i,i,0.9,i,i,2,-2,i,i,i
CCC(=O)Nc1cc(C(=O)O)ccc1Sc1ccccc1,i,i,i,0.4,i,i,14,0,i,i,i
Cn1c(C(=O)O)c(CC(=O)Nc2ccccc2F)c2ccccc21,i,i,i,-13,i,i,11,3,i,i,i
COC(=O)c1sc2ncccc2c1OCc1ccccc1Cl,i,i,i,-0.3,i,i,11,0,i,i,i
COc1ccccc1NC(=O)CSc1nnnn1-c1ccc(F)cc1,i,i,i,0.0,i,i,0,4,i,i,i
CCCCN(CC)C(=O)c1n[nH]c(=O)c2ccccc12,i,i,i,-0.1,i,i,2,-6,i,i,i
COc1ccc(/C=C(/NC(=O)c2ccccc2)c2nc3ccc(Cl)cc3[nH]2)cc1OC,i,i,i,0.3,i,i,-2,8,i,i,i
CCOC(=O)C1CCCN(C2=NC(=O)/C(=C/c3ccc(N(C)C)cc3)S2)C1 (stereo not drawn),i,i,i,-0.5,i,i,4,0,i,i,i
COc1ccccc1C(=O)NNC(=O)C(=O)Nc1cccc(Cl)c1C,i,i,i,1.1,i,i,53*,2,i,i,i
CC(C(=O)Nc1cc([N+](=O)[O-])ccc1Cl)N1CCN(c2ccccc2O)CC1 (stereo not drawn),i,i,i,-0.1,i,i,2,-4,i,i,i
Cc1ccccc1C(=O)N1CCN(c2ccc(NC(=O)c3cccnc3)cc2)CC1,i,i,i,0.1,i,i,-8,6,i,i,i
COC(=O)c1ccc(NC(=S)N2CCN(Cc3ccccc3OC)CC2)cc1,i,i,i,-1.9,i,i,10,-10,i,i,i
CC1=NN(C(=O)c2ccc(Cl)cc2)C(O)(c2ccccc2)C1 (stereo not drawn),i,i,i,0.6,i,i,-2,2,i,i,i
COc1ccc(OC)c(NC(=S)NCc2cccs2)c1,i,i,i,0.6,i,i,-2,-11,i,i,i
COCCN(C(=O)c1snc(C(N)=O)c1N)C(C(=O)NC1CCCC1)c1cc(OC)c(OC)c(OC)c1 (stereo not drawn),i,i,i,0.2,i,i,-2,9,i,i,i
CCOc1cc(C(N)=O)cc(Br)c1OCC,i,i,i,0.9,i,i,-5,2,i,i,i
C=CCN(CC=C)C(=O)CN1C(=O)c2ccccc2C1=O,i,i,i,-0.2,i,i,-3,-1,i,i,i
CC(=O)Nc1cccc(C(=O)/C=C/c2ccc(Br)cc2)c1,i,i,i,7.9,i,i,2,7,i,7.2*,i
CNC(=S)N1N=C(c2ccc(C)cc2)CC1c1ccc(OC)cc1 (stereo not drawn),i,i,i,0.0,i,i,3,-3,i,i,i
Cc1ccc(-c2cc(C(=O)Nc3ccc(S(=O)(=O)Nc4ncccn4)cc3)[nH]n2)c(O)c1C,i,i,i,-0.3,i,i,5,0,i,i,i
Cc1ccc(C)c(SCC(=O)Nc2ccc(S(=O)(=O)Nc3ncccn3)cc2)c1,i,i,i,-0.8,i,i,2,6,i,i,i
Cc1nc(Nc2ccc(Cl)c(Cl)c2)sc1C(=O)Nc1ccccc1,i,i,i,0.5,i,i,91*,-2,i,i,i
Cc1cc(Br)ccc1NC(=O)C1CCCO1 (stereo not drawn),i,i,i,-0.3,i,i,11,-4,i,i,i
O=C(NC1CCCN(Cc2ccccc2F)C1)C1CCC1 (stereo not drawn),i,i,i,-1.2,i,i,7,-4,i,i,i
CCN(CC)C(=O)Cn1cc(S(=O)(=O)CC(=O)NCc2ccc(C)cc2)c2ccccc21,i,i,i,0.1,i,i,2,1,i,i,i
CCOC(=O)c1sc(N2C(=O)C(O)=C(C(=O)c3ccc(C)o3)C2c2ccc(OC)c(OC)c2)nc1C (stereo not drawn),i,i,i,1.1,i,i,32,-3,i,i,i
COC(=O)c1ccc2c(=O)n(CCCCCC(=O)NCc3ccccc3)c(=O)[nH]c2c1,i,i,i,-0.2,i,i,-10,-2,i,i,i
Cc1cc(NC(=O)C2CC(c3ccccc3Cl)=NO2)no1 (stereo not drawn),i,i,i,0.6,i,i,-1,1,i,i,i
O=C(CSC1=NC2(CCCCC2)N=C1c1ccccc1)Nc1ccc2c(c1)OCCO2,i,i,i,-0.2,i,i,8,-7,i,i,i
CC(=O)c1cccc(NC(=O)CCCNC(=O)c2ccc(Cl)cc2)c1,i,i,i,0.5,i,i,-11,-2,i,i,i
CC(=O)C1=C(O)C(=O)N(c2ccc(O)cc2)C1c1cccc(F)c1 (stereo not drawn),i,i,i,-0.9,i,i,3,-4,i,i,i
CCC(=O)Nc1ccc(C(=O)NNC(=O)C(c2ccccc2)c2ccccc2)cc1,i,i,i,0.2,i,i,6,5,i,i,i
O=C1C=C(N2CCOCC2)CCC1,i,i,i,-1.2,i,i,-3,1,i,i,i
Cn1nc(C(=O)Nc2ccc(S(=O)(=O)NCc3ccco3)cc2)c2ccccc2c1=O,i,i,i,0.5,i,i,5,11,i,i,i
CCn1nc(NC(=O)C(C)C)c2cc3cccc(C)c3nc21,i,i,i,-0.4,i,i,13,7,i,i,i
Cc1ccc(-c2nc3ccccc3c(=O)o2)cc1,i,i,i,3.4,i,i,-3,-1,i,i,i
COc1ccc(NC(=O)C2CCCN(c3cnccn3)C2)c(OC)c1 (stereo not drawn),i,i,i,0.2,i,i,-2,1,i,i,i
O=C(NCc1cccnc1)c1csc2c1CCCC2,i,i,i,0.1,i,i,1,-10,i,i,i
Cc1ccc(NC(=O)NNC(=O)COc2ccc3ccccc3c2)cc1,i,i,i,0.1,i,i,-4,8,i,i,i
CCOC(=O)CSc1nc(N)nc(C)c1Br,i,i,i,0.1,i,i,10,0,i,i,i
c1ccc(CO/N=C(\c2ccc(C3CC3)nc2)C2CC2)cc1,i,i,i,0.0,i,i,-5,-3,i,i,i
C=CCc1ccccc1OCC(O)CN1CCN(c2ccc(C)cc2)CC1 (stereo not drawn),i,i,i,0.5,i,i,11,-1,i,i,i
CCOC(=O)c1c(C)nc2sc(C(N)=O)c(N)c2c1-c1ccccc1,i,i,i,-0.2,i,i,1,0,i,i,i
O=C(NNc1ccc(-c2csnn2)cc1)c1cc(Cl)cc(Cl)c1,i,i,i,-1.4,i,i,-1,-1,i,i,i
CCN(CC)S(=O)(=O)c1ccc(NC=C(C#N)C#N)cc1,i,i,i,0.0,i,i,-1,4,i,i,i
COc1ccc(CNC(=S)Nc2cccc(C)c2)cc1,i,i,i,0.3,i,i,-11,-4,i,i,i

# Another view of part of the listing above.
canonical_smiles	MrgX1 agonist	MrgX1 antagonist	RGS4 pot	HIF act	TRPC4 block	TRPC6 inhibitor	SKKanGAS inh	Platelet DG rel	MrgX1 allo act	RGS4 block	TRPC6 act
Cn1nc(C(=O)Nc2ccc(S(=O)(=O)NCc3ccco3)cc2)c2ccccc2c1=O	i	i	i	0.5	i	i	5	11	i	i	i
CCn1nc(NC(=O)C(C)C)c2cc3cccc(C)c3nc21	i	i	i	-0.4	i	i	13	7	i	i	i
Cc1ccc(-c2nc3ccccc3c(=O)o2)cc1	i	i	i	3.4	i	i	-3	-1	i	i	i
COc1ccc(NC(=O)C2CCCN(c3cnccn3)C2)c(OC)c1 (stereo not drawn)	i	i	i	0.2	i	i	-2	1	i	i	i
O=C(NCc1cccnc1)c1csc2c1CCCC2	i	i	i	0.1	i	i	1	-10	i	i	i
Cc1ccc(NC(=O)NNC(=O)COc2ccc3ccccc3c2)cc1	i	i	i	0.1	i	i	-4	8	i	i	i
CCOC(=O)CSc1nc(N)nc(C)c1Br	i	i	i	0.1	i	i	10	0	i	i	i
c1ccc(CO/N=C(\c2ccc(C3CC3)nc2)C2CC2)cc1	i	i	i	0.0	i	i	-5	-3	i	i	i
C=CCc1ccccc1OCC(O)CN1CCN(c2ccc(C)cc2)CC1 (stereo not drawn)	i	i	i	0.5	i	i	11	-1	i	i	i
CCOC(=O)c1c(C)nc2sc(C(N)=O)c(N)c2c1-c1ccccc1	i	i	i	-0.2	i	i	1	0	i	i	i
O=C(NNc1ccc(-c2csnn2)cc1)c1cc(Cl)cc(Cl)c1	i	i	i	-1.4	i	i	-1	-1	i	i	i
CCN(CC)S(=O)(=O)c1ccc(NC=C(C#N)C#N)cc1	i	i	i	0.0	i	i	-1	4	i	i	i

# High-throughput results as filed in PubChem BioAssay.
